# LmPK inh – LmPK (Leishmania mexicana) enzyme inhibition; Q27686; purified LmPK, Kinase-Glo ATP luminescence, 1 h; Potency, µM (top dose mostly 57.5 µM), for the others: at the highest dose activity change, negative = inhibition, most hits filed as inhibitors; actives 0.37% (n = 290,000); AID 1721
# Target sequence (Q27686 whole entry, looked up): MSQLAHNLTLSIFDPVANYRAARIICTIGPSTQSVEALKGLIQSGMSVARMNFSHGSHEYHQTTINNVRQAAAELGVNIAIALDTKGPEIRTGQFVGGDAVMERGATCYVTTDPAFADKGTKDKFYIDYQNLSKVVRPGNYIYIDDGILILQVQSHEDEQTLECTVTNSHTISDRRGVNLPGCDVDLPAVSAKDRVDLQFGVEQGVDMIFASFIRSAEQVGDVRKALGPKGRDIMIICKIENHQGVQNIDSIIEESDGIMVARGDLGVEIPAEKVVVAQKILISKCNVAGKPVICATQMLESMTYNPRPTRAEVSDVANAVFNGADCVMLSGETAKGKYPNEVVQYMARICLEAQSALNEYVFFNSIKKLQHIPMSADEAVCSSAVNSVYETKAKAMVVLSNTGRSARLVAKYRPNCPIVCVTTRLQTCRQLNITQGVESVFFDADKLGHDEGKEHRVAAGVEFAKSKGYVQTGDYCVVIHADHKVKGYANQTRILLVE
#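 0.1 nM LmPK, 0.5 mM PEP, 0.1 mM ADP; 50 mM imidazole pH 7.2, 7 mM MgCl2, 50 mM KCl; 1 h RT. Kinase-Glo luminescence readout, normalized to no-enzyme (full inhibition) and uninhibited wells.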
# TbPYK inhibitor – blocks Trypanosoma brucei pyruvate kinase | TbPYK enzyme, Kinase-Glo Plus ATP luminescence, 45 min | Potency, µM (titrated, usually from 76.8 µM), inactives show top-dose activity, negative = inhibition, most hits filed as inhibitors | actives 0.12% (n = 410,000) | AID 624173; note: nearly all actives have a fitted effect of over 50% in size
#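 TbPYK + substrate in 50 mM TEA pH 7.2, 100 mM KCl, 10 mM MgCl2, 0.05% BSA, 0.01% Tween-20; cpd pinned; ADP 130 uM final; 45 min RT; Kinase-Glo Plus 10 min; luminescence endpoint.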
# Pf growth 48h – inhibits P. falciparum growth in the first generation, 48 h | P. falciparum luciferase growth in erythrocytes, 48 h | Potency, µM (titrated, usually from 28.7 µM), inactives show at the highest dose activity change, negative = inhibition, usual class: inhibitors | actives 5.9% (n = 310,000) | AID 504832
#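 Luciferase-expressing parasites in RBCs, 2% Hct / 0.1% parasitemia final; RPMI 1640 + 0.5% Albumax; 37 C, 5% CO2, one generation; luminescence read-out, lower signal = inhibition.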
# Sm TGR inh – blocks Schistosoma mansoni thioredoxin glutathione reductase. Potency, µM (doses to about 114 µM), for the others: at the highest dose activity change, negative = inhibition, hits mostly inhibitors. actives 3% (n = 360,000). purified TGR, DTNB reduction, TNB absorbance 405 nm; note: nearly all actives have a fitted effect of over 60% in size
#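 First, TGR (20 nM dispensed) and NADPH were mixed with compound. Second, a 15 min room-temperature incubation followed. Third, further NADPH and then DTNB were added to start the reaction. Finally, TNB absorbance was monitored kinetically.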
# HCV inhibitor – HCV inhibition. Huh7.5.1 HCVcc-Cre infection, luciferase reporter, 44 h. Potency, µM (top dose mostly 41.8 µM), inactives show top-dose activity change, negative = inhibition, actives largely listed as inhibitors. actives 3.4% (n = 340,000). AID 651820
#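 Reporter virus HCVcc-Cre (~0.5 moi) infects cells exposed to compound; seeding density 1,000 cells/well with 4 h settling beforehand. Luminescence, 15 sec read, taken 44 h post-infection following a 15 min RT substrate incubation.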
# Pf growth 96h – inhibits malaria parasite growth, 96 h | Potency, µM (highest dose often 28.7 µM), for the others: at the top dose activity change, negative = inhibition, most hits filed as inhibitors | P. falciparum luciferase reporter growth, 96 h | actives 6.9% (n = 320,000)
#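 Two-generation exposure (96 h) targets delayed-death phenotype. Reporter parasites carrying integrated firefly luciferase, in red cells at 2% hematocrit and 0.05% parasitemia final, kept at 37 C, 5% CO2; luminescence loss indicates inhibition.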
# * hit, by the source's call; ? = inconclusive; · = no result given; & = joins results of further samples; [ ] = another dose, or the depositor's remark. Calls come from the whole dose curve; as a rule, active = well fitted curve in the direction sought with a large enough effect; inconclusive = small, poorly fitted or top-dose-only effect, or another doubt; inactive = no such curve, though single readings can be large; an effect the other way counts as inactive or inconclusive. % is set by controls: 0 for no effect and ±100 for the full control effect; potency is the fitted concentration of half-maximal effect.
# The first 5 entries, ahead of the listing:
SMILES,LmPK inh,TbPYK inhibitor,Pf growth 48h,Sm TGR inh,HCV inhibitor,Pf growth 96h
CCC(=O)Nc1nc2cc(OC)ccc2s1,-8%,9%,241%[activator],0%,-25%,-17%
O=C(Nc1ccc(Br)cc1)C1CCCC1,-6%,1%,18%,0%,-24%,9%
N#Cc1c(-c2cccs2)cc(-c2cccs2)[nH]c1=O,2%,2%,18%,-3%,-2%,3%
C/C(O)=C(\C#N)C(=O)Nc1cc(Br)ccc1Br,·,-4%,-11%,-2%,?,0%
N#C/C(C(=O)NCc1ccccc1)=C1\SC(CCO)C(=O)N1c1ccccc1 (stereo unspecified),-8%,-3%,·,-8%,-18%,·

# This part in full, from the first entry:
SMILES,LmPK inh,TbPYK inhibitor,Pf growth 48h,Sm TGR inh,HCV inhibitor,Pf growth 96h
CCC(=O)Nc1nc2cc(OC)ccc2s1,-8%,9%,241%[activator],0%,-25%,-17%
O=C(Nc1ccc(Br)cc1)C1CCCC1,-6%,1%,18%,0%,-24%,9%
N#Cc1c(-c2cccs2)cc(-c2cccs2)[nH]c1=O,2%,2%,18%,-3%,-2%,3%
C/C(O)=C(\C#N)C(=O)Nc1cc(Br)ccc1Br,·,-4%,-11%,-2%,?,0%
N#C/C(C(=O)NCc1ccccc1)=C1\SC(CCO)C(=O)N1c1ccccc1 (stereo unspecified),-8%,-3%,·,-8%,-18%,·
c1ccc2c(c1)nnn1c3ccccc3nc21,10µM*,·,189%[activator],6%,·,42%[activator]
CC(C)NC(=O)C1CCN(C2CCN(Cc3nc(C(C)C)cs3)CC2)CC1,4%,-1%,7%,6%,13%,?
c1ccc(-c2nnc(C(c3ccccc3)c3ccccc3)o2)cc1,-1%,-3%,?,-1%,-4%,7.4µM*
Cc1ccc(S(=O)(=O)N2CCCCC2)cc1NC(=O)c1c(-c2ccccc2)noc1C,·,1%,?,9%,10%,?
COc1ccc(OCCCC(=O)OCC(=O)Nc2nnc(-c3ccccc3)o2)cc1,·,2%,-3%,-7%,4%,?
CCN(CC)CCN1C(=O)C(O)=C(C(C)=O)C1c1ccc(OC)c(OC)c1 (stereo unspecified),1%,-2%,1%,-22%,15%,?
S=c1[nH]nc(-c2ccccc2)n1/N=C/c1c[nH]c2ccccc12,-18%,-40%,32%[activator],0%,-5%,?
CCC(C)n1cnc2c(=O)oc3ccccc3c21 (stereo unspecified),0%,1%,·,2%,-26%,6%
CCN(CC)CCNC(=O)c1ccc2c(c1NCCO)C(=O)c1ccccc1C2=O,-21%,-24%,2.6µM*,-34%,0.89µM*,4.7µM*
Cc1cccnc1N1C(=O)c2ccc(C(=O)O)cc2C1=O,5%,-4%,-6%,5%,20%,37%[activator]
N#CC1=C(S)N(c2ccccc2)C(c2ccc(-c3cc(Cl)ccc3Cl)o2)NC1=O (stereo unspecified),2%,2%,2%,-6%,4%&7%,37%[activator]
O=c1[nH]c(=O)n(Cc2ccccc2)c2c1C(C(F)(F)F)(C(F)(F)F)N=C(c1ccco1)N2,11%,10%,?,-23%,-1%,?
COc1ccc(F)cc1S(=O)(=O)NCC(c1ccco1)N1CCc2ccccc2C1 (stereo unspecified),·,-10%,?,-11%,-5%,?
O=C(Nc1ccccc1F)c1ccc([N+](=O)[O-])s1,0%,2%,10µM*,?,?,4.1µM*
O=C(NCCN1CCCC1)c1ccc(Cl)cc1,0%,8%,17%,1%,6%,110%[activator]
COc1ccc(C(=O)Nc2cc(=O)n(C)c(=O)n2C)cc1,-2%[11.5 µM],-7%,13%,-5%,9%,110%[activator]
Cc1cc(NCCCN2CCOCC2)n2ncc(-c3ccc(Cl)cc3)c2n1,0%,10%,39%[activator],7%,13µM*,22%
CC(OC(=O)c1cccc(-n2cnnn2)c1)C(=O)Nc1cccc(Cl)c1 (stereo unspecified),·,-11%,-14%,8%,8.9µM*,7%
CCOc1ccccc1N1CCN(C(=O)[C@@H]2CCCN2C2=NS(=O)(=O)c3ccccc32)CC1,·,1%,7%,3%,-9%,31%[activator]

# Full records as entered above. Order of screens: LmPK inh, TbPYK inhibitor, Pf growth 48h, Sm TGR inh, HCV inhibitor, Pf growth 96h
# CCOc1ccccc1N1CCN(C(=O)[C@@H]2CCCN2C2=NS(=O)(=O)c3ccccc32)CC1 across the screens: ·, 1%, 7%, 3%, -9%, 31%[activator]
# COc1ccc(C(=O)Nc2cc(=O)n(C)c(=O)n2C)cc1 across the screens: -2%[11.5 µM], -7%, 13%, -5%, 9%, 110%[activator]
# CCN(CC)CCNC(=O)c1ccc2c(c1NCCO)C(=O)c1ccccc1C2=O across the screens: -21%, -24%, 2.6µM*, -34%, 0.89µM*, 4.7µM*
# N#CC1=C(S)N(c2ccccc2)C(c2ccc(-c3cc(Cl)ccc3Cl)o2)NC1=O (stereo unspecified) across the screens: 2%, 2%, 2%, -6%, 4%&7%, 37%[activator]
# Cc1cccnc1N1C(=O)c2ccc(C(=O)O)cc2C1=O across the screens: 5%, -4%, -6%, 5%, 20%, 37%[activator]

# (cont.)
SMILES,LmPK inh,TbPYK inhibitor,Pf growth 48h,Sm TGR inh,HCV inhibitor,Pf growth 96h
O=C(NN1C(=O)c2ccccc2NC1c1ccccn1)c1ccc(Br)cc1 (stereo unspecified),-4%,1%,-1%,-1%,9%,62%[activator]
COc1ccc(C(O)C(CN2CCOCC2)c2ccccc2)cc1F (stereo unspecified),1%,5%,6.6µM*,-4%,0%,?
CCOc1ccc(CNC(=O)CCS(=O)(=O)Cc2cccc(Cl)c2)cc1OC,2%,2%,-15%,-6%,2%,-49%
CNc1ccc(C(=O)OCC(=O)Nc2ccnn2C(C)C)cc1[N+](=O)[O-],·,1%,?,-8%,9%,?
Cc1cccc(C)c1OCc1cc(C(=O)N2CCC[C@H]2C(N)=O)no1,-9%,3%,2%,-9%,·,0%
COc1ccc(CCNC(=O)CCC(=O)Nc2ccc3nc(N4CCN(C)CC4)cc(C)c3c2)cc1OC,-3%,-5%,-22%,7%,5%,?
CCOC(=O)CSc1nc2cc3c(cc2cc1C)OCO3,0%,4%,11%,-13%,-30%,?
O=C(c1cccc(S(=O)(=O)NCc2ccc3c(c2)OCO3)c1)N1CCCC1,·,0%,?,-12%,9%,18%
COc1cc(SC)ccc1C(=O)Nc1ncc(C)s1,-4%,-7%,339%[activator],7%,?,23%
CC1(C(=O)NCc2ccc(Cl)c(Cl)c2)Oc2ccccc2NC1=O (stereo unspecified),0%,-5%,?,2%,-21%,?
CCOC(=O)c1[nH]c(C)c(C(=O)OCC(=O)NCc2ccc(OC)c(OC)c2)c1C,·,0%,-10%,3%,?,?
CCCn1c(N)c(C(=O)CN(C)CC(=O)Nc2c(C)cc(C)cc2C)c(=O)[nH]c1=O,·,9%,17%,-2%,17%,8%
CCCCC1=CC2=C(c3ccco3)C(=O)C(C)(OC(=O)c3ccc(OC)cc3)C(=O)C2=CN1CC(C)C (stereo unspecified),-2%[11.5 µM],-3%,27%,14µM*,15%,?
C/C=C(\C)CN1CCN(c2ccccc2F)CC1,-7%,-3%,3%,-1%,10%,-4%
C=CCN(C(=O)CCC(=O)Nc1cc(C)on1)C(C(=O)NC1CCCC1)c1ccc(CC)cc1 (stereo unspecified),0%,2%,?,-11%,-13%,-7%
N#C/C(=C/c1ccc(Br)s1)C(=O)NCCc1c[nH]c2ccccc12,-1%,4%,24%,-19%,-22%,7%
CN(/N=C/c1cc(Cl)cc(Cl)c1O)c1c(Cl)cccc1[N+](=O)[O-],8%,3%,-37%,-6%,-28%,-32%
CC(CSc1nc2ccccc2s1)Cn1c(N2CCCC2)nc2c1c(=O)[nH]c(=O)n2C (stereo unspecified),7%,2%,12µM*,-5%,?,10µM*
O=c1c2cc(NC(=S)NC3CCN(Cc4ccccc4)CC3)ccc2nc2n1CCCCC2,-7%,-8%,?,-29%,?,7%
COCCNC(=O)C(C)OC(=O)c1nsc(Cl)c1Cl (stereo unspecified),1%,1%,8%,-1%,-1%,11%
Cc1ccc(C(C)NC(=O)C2CCCO2)cc1C (stereo unspecified),2%,-4%,36%[activator],-9%,1%,·
CCOC(=O)Cc1csc(SCC(=O)NC2CCCCC2)n1,-2%,10%,14%,4%,12%,?
COc1ccc(/C=N/NC(=O)c2ccn[nH]2)cc1CN1CCOCC1,2%,-5%,11%,-2%,11%,32%[activator]
C=CCN(Cc1nc(-c2ccccc2)no1)C(=O)c1ccoc1C,-5%,-7%,?,?,·,?
CC(Sc1ncn[nH]1)C(=O)Nc1ccc(Cl)cn1 (stereo unspecified),·,3%,4%,3%,2%,7%
CCn1c(SCC(=O)N2CCN(c3ccccc3F)CC2)nnc1-c1ccoc1C,9%,4%,0%,-5%,?,19%
COc1cccc(CNC(=O)C2=C(C)C(=O)OC23CCC(C)CC3)c1 (stereo unspecified),1%,7%,?,2%,-3%,1%
S=C(Nc1ccccc1)N1CCn2c1nc1ccccc12,2%,0%,5%,-22%,?,2.6µM*
COc1ccc(-c2cc(C3CC3)nc3sc(C#N)c(N)c23)cc1,1%,0%,?,10%,?,11%
Cc1cc(N2CCOCC2)nc2ccc(NC(=O)C3CCC(C)CC3)cc12 (stereo unspecified),10%,-6%,-7%,-1%,-30%,-1%
CCOC(=O)c1cc(C#N)c(SC)nc1C,3%,4%,15%,14%,10%,?
COC(=O)c1cccc(S(=O)(=O)N(Cc2ccco2)Cc2cc3cc(OC)c(OC)cc3[nH]c2=O)c1,3%,-2%,·,?,-20%,-11%
O=C(OCCCCN1C(=O)c2ccccc2C1=O)c1ccc(S(=O)(=O)N2CCCC2)cc1,2%,5%,21%,-2%,9%,-18%
C=CCn1c(CNc2ccc(C)cc2)nnc1SCC(=O)N/N=C/c1ccc(O)cc1,-2%,3%,0%,0%,12%,1%
CC(=O)c1c(N2CCN(c3ccc(F)cc3)CC2)nc(=S)n(Cc2ccccc2)c1C,-2%,-19%,?,-6%,?,17%
CCC(C)NC(=O)C1CCN(C(=O)COc2ccc3c4c(c(=O)oc3c2C)CCCC4)CC1 (stereo unspecified),-1%,0%,?,5%,-18%,?
Nc1ncc(Br)cc1Br,-5%,4%,11%,-17%,33%[activator],-16%
O=C(NC1CCCC1)c1cc(=O)[nH]c2ccccc12,1%,-7%,2%,-16%,3%,?
CCCc1cc(=O)oc2cc(OCC(=O)Nc3ccc(CN4CCOCC4)cc3)c(Cl)cc12,-12%,2%,?,-31%,-28%,10µM*
O=C(Nc1ccc(F)cc1)c1ccccc1NC(=O)C1CC=CCC1C(=O)O (stereo unspecified),-12%,-3%,7%,-1%,7%,?

# Bioassay records deposited in PubChem by National Center for Advancing Translational Sciences (NCATS).
